Screening results as filed in PubChem.
Bim-Bcl-B = inhibitors of Bim-Bcl-B binding, primary screen, biochemical, multiplexed, human Bcl-2 family. bead-based flow cytometry, Bim peptide-Bcl-B binding. AID 951, 2007. Bcl-2-like protein 10 (Homo sapiens), Q9HD36. inhibition, % at 10 µM. 0.073% of 190,000 active;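 further: 0% = tracer peptide without compound and 100% = reference inhibitor peptide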
Rac1 wt GTP bind = wildtype Rac1 GTP binding modulators, primary screen, biochemical, GST-Rac1 beads, flow cytometry, multiplex | Ras-related C3 botulinum toxin substrate 1 (Homo sapiens), P63000 | fluorescent GTP binding; actives lie on both sides; 0 = cold GTP competed, 100 = untreated | GTP binding activity (% of control), % at 10 µM | 0.27% of 190,000 active | AID 757, 2007;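 active means GTP binding activity at least 20 points away from the 100% control level, either lower or higher; inconclusive means compound flagged as likely green fluorescent, judged across all proteins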
Bim-Bcl-2 = inhibitors of Bim-Bcl-2 binding, primary screen, biochemical, multiplexed, human Bcl-2 family. inhibition, % at 10 µM. 0.06% of 190,000 active. Bead-based flow cytometry, Bim peptide-Bcl-2 binding; in the data active means inhibition above about 40%; inconclusive means no clear call, values can overlap the other calls;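 further: 0% = no compound wells with probe peptide and 100% = reference peptide inhibitor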
Target sequence (P10415 whole entry, looked up): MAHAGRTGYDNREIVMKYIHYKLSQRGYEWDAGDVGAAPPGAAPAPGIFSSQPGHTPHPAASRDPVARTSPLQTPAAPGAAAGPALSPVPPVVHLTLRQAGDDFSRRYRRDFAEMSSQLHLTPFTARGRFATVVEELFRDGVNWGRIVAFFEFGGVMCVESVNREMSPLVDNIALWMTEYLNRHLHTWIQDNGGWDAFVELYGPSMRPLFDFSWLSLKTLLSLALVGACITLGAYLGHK
Rac1 act GTP bind = GTP binding modulators of activated mutant Rac1, primary screen, biochemical, bead-based flow cytometry, multiplex, fluorescent GTP. GST-Rac1 activated beads; actives lie on both sides; 100% means binding = to untreated wells. 0.11% of 190,000 active. percent activity (GTP binding), % at 10 µM. AID 764, 2007. Ras-related C3 botulinum toxin substrate 1 (Homo sapiens), P63000;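 active means GTP binding at least 20 percentage points away from the 100% baseline, in either direction, so actives lie on both sides; inconclusive means Compound likely fluorescent itself, or too few beads counted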
HRas wt GTP = modulators of GTP binding to HRas wildtype, primary screen, biochemical, bead-based flow cytometry, multiplex; GTPase HRas (Homo sapiens), P01112; GST-Ras wt beads, Bodipy-FL-GTP binding; actives lie on both sides; GTP binding activity, % at 10 µM; 0.14% of 190,000 active; AID 759, 2007;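 active means GTP binding activity at least 20% away from the 100% baseline, either lowered as inhibitor or raised as activator; inconclusive means flagged as likely green fluorescent, judged across all proteins in the well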;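 further: 0% = unlabeled GTP competition control and 100% = no-compound control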
Target sequence (P01112 whole entry, looked up): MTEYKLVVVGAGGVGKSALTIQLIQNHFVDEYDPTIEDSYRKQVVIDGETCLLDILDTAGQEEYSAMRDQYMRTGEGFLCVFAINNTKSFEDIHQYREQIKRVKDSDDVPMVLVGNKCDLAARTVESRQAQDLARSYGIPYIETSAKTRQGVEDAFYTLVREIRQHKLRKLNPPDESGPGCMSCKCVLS
Rab7 wt GTP bind = modulators of GTP binding to Rab7, primary screen, biochemical, wildtype, multiplex bead flow cytometry | Rab7 GTPase wild type (dog), Bodipy-FL-GTP binding | GST-Rab7 beads, fluorescent GTP binding; actives lie on both sides; untreated = 100%, excess cold GTP = 0% | GTP binding activity (percent of control), % at 10 µM | 0.055% of 190,000 active | AID 758, 2007;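 active means fluorescent GTP binding to Rab7 beads changed by at least 20 points from the 100% baseline, either direction, mostly lower; inconclusive means compound itself probably fluorescent, or too few beads counted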;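 further: median green fluorescence of bound Bodipy-FL-GTP per Rab7 bead population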
Bcl-W Bim block = inhibitors of Bim binding to Bcl-W, primary screen, biochemical, multiplexed, bead-based flow cytometry. Bcl-2-like protein 2 (Homo sapiens), Q92843. Bim peptide-Bcl-W binding. inhibition, % at 10 µM. 0.02% of 190,000 active;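 further: 0% = bound tracer without compound and 100% = peptide blocker; higher means less fluorescent Bim peptide bound to Bcl-W beads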
Target sequence (Q92843 whole entry, looked up): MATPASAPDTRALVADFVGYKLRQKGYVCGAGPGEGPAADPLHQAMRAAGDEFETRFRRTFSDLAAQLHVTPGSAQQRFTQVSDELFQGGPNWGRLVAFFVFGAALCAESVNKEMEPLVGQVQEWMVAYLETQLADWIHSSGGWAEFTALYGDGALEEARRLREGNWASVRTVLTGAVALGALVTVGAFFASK
Cdc42 wt = modulators of GTP binding to wildtype Cdc42, primary screen, biochemical, multiplex bead flow cytometry, Bodipy-GTP; Cell division control protein 42 homolog (Homo sapiens), P60953; GST-Cdc42 beads; actives lie on both sides; percent activity (GTP binding), % at 10 µM; 0.2% of 190,000 active;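 active means percent activity GTP binding at least 20 points away from the 100% baseline, either down as inhibitor or up as activator; inconclusive means compound flagged as likely green fluorescent from well-wide comparison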;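 further: median bead fluorescence of bound Bodipy-FL-GTP at 100 nM; 0% = excess unlabeled GTP control and 100% = no compound control; below 100% means less GTP binding so inhibitor and above means activator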
Target sequence (P60953 whole entry, looked up): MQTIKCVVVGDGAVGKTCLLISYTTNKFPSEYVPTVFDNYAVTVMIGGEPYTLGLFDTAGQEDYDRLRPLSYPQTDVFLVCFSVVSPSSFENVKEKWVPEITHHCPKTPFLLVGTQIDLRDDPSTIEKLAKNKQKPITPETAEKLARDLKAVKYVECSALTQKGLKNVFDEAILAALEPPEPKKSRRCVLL
Rab2A wt mod = modulators of GTP binding to Rab2A wildtype, primary screen, biochemical, dog, bead-based flow cytometry, multiplex; 0.19% of 190,000 active; GTP binding activity, % at 10 µM; GST-Rab2 wt beads, Bodipy-GTP binding; Ras-related protein Rab-2A (Canis lupus familiaris), P61105;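 active means GTP binding activity at least 20 points away from 100%, either lowered or raised; inconclusive means signal likely due to the compound's own green fluorescence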;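 further: 0% = beads with excess unlabeled GTP and 100% = no-compound control corrected for plate trend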
Bfl-1 Bim block = inhibitors of Bim binding to Bfl-1, primary screen, biochemical, multiplexed, bead-based flow cytometry; Bcl-2-related protein A1 (Homo sapiens), Q16548; 0.12% of 190,000 active; AID 1008, 2008; Bim-Bfl-1 binding inhibition; inhibition, % at 10 µM;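 further: 0% = wells without compound plus tracer and 100% = blocker peptide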
Bcl-XL Bim block = inhibitors of Bim-Bcl-XL binding, primary screen, biochemical, multiplexed, bead flow cytometry, human Bcl-XL; Bim peptide-Bcl-XL binding, fluorescence; inhibition, % at 10 µM; 0.04% of 190,000 active; AID 1007, 2008
Target sequence (Q07817 whole entry, looked up): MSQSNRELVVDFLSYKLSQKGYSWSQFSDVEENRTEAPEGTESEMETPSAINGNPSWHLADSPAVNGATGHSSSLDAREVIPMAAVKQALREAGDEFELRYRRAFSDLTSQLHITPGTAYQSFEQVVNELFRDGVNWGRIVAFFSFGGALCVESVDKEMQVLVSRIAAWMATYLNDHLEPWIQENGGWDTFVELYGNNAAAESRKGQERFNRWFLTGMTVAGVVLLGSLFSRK
* hit, by the source's call; ? = inconclusive; · = no result given. Unless noted, no stated cut-off is given here; in the data, active means inhibition above about 40%.

SMILES	Bim-Bcl-B	Rac1 wt GTP bind	Bim-Bcl-2	Rac1 act GTP bind	HRas wt GTP	Rab7 wt GTP bind	Bcl-W Bim block	Cdc42 wt	Rab2A wt mod	Bfl-1 Bim block	Bcl-XL Bim block
COCCNC(=O)C(OC(=O)c1nsc(Cl)c1Cl)C(C)C (stereo not given)	0	96	-1	96	95	90	2	95	95	-4	0
COc1cccc(C(=O)OCCN2CCOCC2)c1	0	98	1	96	99	102	9	99	100	-5	0
O=C(CCCCCNc1nc(=S)[nH]c2ccccc12)N1CCN(c2ccccn2)CC1	-15	91	-8	98	91	94	2	91	91	-5	-6
CC1(c2ccc3noc(-c4cccc(F)c4)c3c2)OCCO1	-1	100	-3	97	100	102	-1	98	101	-3	-1
COc1cc(OC)nc(Oc2ccccc2C(=O)Oc2cccc(C)c2)n1	-8	97	-4	94	95	94	0	97	95	-10	-3
COc1cc([N+](=O)[O-])cc(/C=N/NC(=O)c2ccc(C)nc2)c1O	1	95	4	92	93	93	3	98	90	2	-3
COC(=O)c1ccc2c(c1)C(=O)/C(=C/c1ccc(C)cc1)O2	-2	106	-1	95	99	102	0	103	97	1	-2
Cc1ccc(C)c(-c2cc(C(=O)NN3CCOCC3)c3ccccc3n2)c1	-2	103	0	92	99	107	0	98	98	-2	-2
Cc1ccc(C)c(NC(=O)C2CC(O)CN2C(=O)OCc2ccccc2)c1 (stereo not given)	-10	104	-7	101	101	98	1	102	101	-13	-2
Cc1ccc(Cc2cnc(NC(=O)/C(C#N)=C/c3ccc(-c4ccccc4[N+](=O)[O-])o3)s2)cc1	4	94	3	94	98	98	0	96	96	3	4
COc1ccc(N2C(=O)C3[C@@H](C2=O)C2(Cl)C(Cl)=C(Cl)C3(Cl)C2(OC)OC)cc1 (stereo not given in full)	-2	101	-1	98	97	101	0	101	95	-1	-1
CCCN1CCC(NC(=S)Nc2ccc(S(N)(=O)=O)cc2)CC1	-5	100	-5	98	98	107	-1	102	101	-4	-3
Cc1cccc(Oc2cnn(C(C)(C)C)c(=O)c2Cl)c1	-3	103	2	100	101	98	0	102	101	3	-3
COc1cccc(OC)c1OCCNCCO	-1	105	-2	101	102	100	-1	104	102	-1	-1
CCOC(=O)N1CCN(c2c(NCCCOC(C)C)c(=O)c2=O)CC1	-8	103	-4	97	101	97	-5	103	103	-6	-6
COc1ccc(CNC(=O)CN(Cc2ccccc2)C(=O)c2csnn2)cc1	-9	109	-8	101	105	110	-1	106	107	-16	-10
COc1cccc(C2=CC(c3ccc(C)cc3)n3ncnc3N2)c1 (stereo not given)	1	104	1	98	101	101	-1	101	101	0	-1
COc1ccc(-c2nnn(CC(=O)N(Cc3ccco3)C(C(=O)NCC3CCCO3)c3ccco3)n2)cc1 (stereo not given)	11	104	12	99	102	99	5	105	100	12	7
COc1ccccc1CC(=O)Nc1ccc2nc(C)sc2c1	1	105	-2	97	101	101	0	100	98	-5	-3
O=C(CN1C(=O)NC2NC(=O)NC21)N/N=C/c1ccc(F)cc1 (stereo not given)	-6	98	-3	97	97	95	-3	101	96	-11	-2
COc1cc2c(cc1OC)CC(=O)N(C)CC2	-3	108	1	100	104	106	2	101	104	3	0
CCCc1cn(S(=O)(=O)c2ccc(OC)cc2OC)nc1N	-7	105	-4	98	104	102	4	100	101	-8	-15
CN(C(=S)NC(=O)c1ccccc1Br)C1CCCCC1	-9	101	-4	98	97	99	-4	96	99	-6	-8
COc1cccc(NC(=O)c2cc(-c3ccncc3)nc3c(C)cc(C)cc23)c1	-3	98	2	92	97	111	1	99	101	-4	0
COCCNC(=O)CN1CCN(C(c2ccccc2)c2ccccc2)CC1	-6	103	-1	99	102	95	-1	104	102	-1	-4
Additional compounds
SMILES	Bim-Bcl-B	Rac1 wt GTP bind	Bim-Bcl-2	Rac1 act GTP bind	HRas wt GTP	Rab7 wt GTP bind	Bcl-W Bim block	Cdc42 wt	Rab2A wt mod	Bfl-1 Bim block	Bcl-XL Bim block
O=C(NCc1ccc2c(c1)OCO2)c1ccc2c(=O)n(C3CCCC3)c(=O)[nH]c2c1	0	102	-1	96	101	100	0	101	99	-2	0
Cn1nc([N+](=O)[O-])nc1Oc1ccccc1C(=O)N1CCOCC1	-1	96	-1	96	98	96	3	100	96	0	1
N/C(=N\OC(=O)c1ccccc1Cl)c1ccccc1	-12	92	-11	95	95	93	0	97	94	-17	-20
CC(=O)C1=C(C)N(Cc2ccccc2)C(=O)N[C@H]1c1cccs1	-4	105	0	99	99	98	-1	101	99	0	-4
COc1ccc(/C=C/C(=O)N2CCNC(=O)C2)c(OC)c1	4	94	2	96	97	95	0	97	100	5	0
Cc1ccc(S(=O)(=O)Nc2cc(C)c(O)c(S(=O)(=O)c3ccc(C)cc3)c2)cc1	-2	96	1	95	97	96	-3	99	95	2	0
Cc1c(Cl)cccc1N1C(=O)CC(NNC(=O)c2cccs2)C1=O (stereo not given)	0	101	1	97	98	96	0	94	95	-2	0
CC(=O)NCc1cc(-c2ccc(Cl)cc2)no1	-1	96	-1	95	96	100	0	94	98	-4	0
COc1cc(NC(=O)C2=C(N3CCOCC3)/C(=C\c3ccc(Cl)cc3Cl)CC2)cc(OC)c1OC	-13	100	-7	96	98	94	-3	97	96	0	-8
COc1cc(/C(C)=N/NC(=O)C(O)(c2ccccc2)c2ccccc2)ccc1O	-5	99	-2	94	100	106	-2	96	99	-5	-3
O=C(O)C1=C[C@@H](C2CCCCC2)C[C@@H](OCc2ccc(CO)cc2)O1	-3	96	-2	92	94	95	-1	93	95	-3	-1
Cc1cccc2cc(COC(=O)c3ccco3)c(=O)[nH]c12	-3	99	-4	99	103	98	-3	103	99	0	-3
CCN(CC)S(=O)(=O)c1cc(NS(=O)(=O)c2cccc(Cl)c2)ccc1C	-4	102	-9	102	100	96	-2	100	98	-15	-7
Cc1ccc(OCC(=O)NNC(=O)CCC(=O)NCc2ccccc2)cc1	1	99	0	96	99	101	-2	97	100	0	0
COc1ccc(Cn2nnnc2C(c2ccccc2Cl)N2CCN(C)CC2)cc1 (stereo not given)	-9	105	-11	101	101	100	-3	103	101	-25	-10
COc1ccc(Cl)cc1S(=O)(=O)N1CCN(C(=O)c2ccco2)CC1	-5	95	-3	95	97	101	0	95	96	-2	-3
Cc1nc(NC(=O)/C=C/c2ccccc2)sc1C(=O)N1CCCCC1	0	98	0	93	96	95	0	95	93	3	0
CNC(=O)c1sc(=S)n(-c2ccc(OC)cc2)c1N	-3	100	-1	98	102	105	0	98	100	0	-2
O=C(O)C1SCCN1S(=O)(=O)c1ccc2ccccc2c1 (stereo not given)	·	103	?	99	99	96	·	100	98	·	·
COc1ccc(OCC(=O)N/N=C/c2ccncc2)cc1	0	101	-2	97	96	95	0	97	94	-4	5
Nc1cc(C(=O)OCC(=O)NCc2ccco2)ccc1Cl	-9	104	-6	93	101	103	1	100	99	-14	-8
COCc1cc(Sc2ccc(Br)cc2)nc(-c2ccccc2)n1	0	96	-2	95	97	98	-3	96	94	-2	-4
Cn1c(=O)n(C)c2cc([N+](=O)[O-])c(N3CCN(CCO)CC3)cc21	-10	104	-3	100	99	95	2	100	97	-5	-3
Cc1cccc(NC(=S)NC2CCCCCC2)c1C	-2	106	-3	105	103	100	0	104	103	0	0
CCCOc1ccc(N2CC(C(=O)Nc3ccccc3C(=O)NCc3ccco3)CC2=O)cc1 (stereo not given)	-8	?	-5	?	?	?	-1	?	?	-9	-6
Other compounds:
SMILES	Bim-Bcl-B	Rac1 wt GTP bind	Bim-Bcl-2	Rac1 act GTP bind	HRas wt GTP	Rab7 wt GTP bind	Bcl-W Bim block	Cdc42 wt	Rab2A wt mod	Bfl-1 Bim block	Bcl-XL Bim block
COc1ccc(CCN2C(=O)C3C4CC(C5C(C(N)=O)=NOC45)C3C2=O)cc1OC (stereo not given)	-11	104	-9	101	103	103	-3	105	104	-16	-8
C=C(C)C(=O)Nc1nnc(-c2cccs2)s1	-5	104	-6	99	99	97	0	99	100	-11	-9
Cc1ccc(S(=O)(=O)NC(CN2CCOCC2)=NCCNS(=O)(=O)c2ccccc2)cc1	-1	100	2	99	97	96	0	98	99	0	-13
CS(=O)(=O)NCCCc1ccccc1	-8	110	-16	96	101	101	-6	104	101	-19	-9
COC(=O)c1ccc2c(=O)n(CCCCCC(=O)O)c(=S)[nH]c2c1	-11	99	0	98	96	96	-2	96	95	0	-5
CCN(Cc1cc2ccc(C)cc2[nH]c1=O)C(=O)c1ccncc1	-4	102	-5	101	103	100	0	107	104	-2	-3
CCOC(=O)C1CCCN(S(=O)(=O)c2ccc(Br)c(OC)c2)C1 (stereo not given)	-7	93	-8	96	96	95	-1	96	97	-9	-3
CCCCCCNC1=NCCS1	-1	100	0	99	99	97	0	101	98	-1	0
O=C(COC(=O)C1=COCCO1)Nc1ccccc1	-3	103	0	98	101	104	0	97	102	-4	-4
Cc1c(CCOC(=O)CC23CC4CC(CC(C)(C4)C2)C3)sc[n+]1CC(=O)c1ccccc1	-7	99	-1	97	100	105	-4	100	100	-2	-4
O=C(Nc1nc2ccccc2s1)c1ccc(N2CCCCC2)c([N+](=O)[O-])c1	-7	102	-9	99	99	100	-8	98	98	-5	-7
Cc1[nH]c2ccccc2c1C(=O)COC(=O)Cn1c(C(F)(F)F)nc2ccccc21	-3	?	-1	?	?	?	-1	?	?	-2	-1
CCOC(=O)C(Cc1ccc(OC)c([N+](=O)[O-])c1)NC(=O)CCC(=O)Nc1ccc(OC)cc1 (stereo not given)	-7	87	-5	93	92	97	-1	90	93	-7	-3
Cc1c(C(=O)NCc2ccco2)sc2nc(-c3ccccc3)cn12	-5	101	-8	98	100	99	-2	98	98	-8	-2
O=C(O)C1Nc2c(O)cccc2C2C=CCC12 (stereo not given)	0	95	11	94	94	95	2	95	92	14	-8
Cc1cc(C(F)(F)F)n(-c2nc(C(=O)NNS(=O)(=O)c3ccccc3)cs2)n1	0	105	-8	101	100	97	-3	103	99	-3	-1
CCN(CCn1cccn1)C(=O)CCc1nnc(C2(c3ccc(Cl)cc3)CCC2)o1	-5	99	-7	95	97	98	0	101	97	-6	0
